Bioassay records from PubChem.
ALOX12 inh – Primary qHTS assay for inhibitors of human arachidonate 12S-lipoxygenase (ALOX12): Round 2; Polyunsaturated fatty acid lipoxygenase ALOX12 (Homo sapiens), P18054; purified 12hLO, xylenol orange hydroperoxide absorbance; Potency, µM (series often up to 108 µM), inactives show at the top dose activity change, negative = inhibition, most hits filed as inhibitors; 1.1% of 580,000 active; AID 1671190, 2021; active means well fitted inhibition curve with a large enough effect; inconclusive means small, poorly fitted or top-dose-only effect, or another doubt; inactive means no such curve, though single readings can be large or run the other way
Target sequence (P18054 whole entry, looked up): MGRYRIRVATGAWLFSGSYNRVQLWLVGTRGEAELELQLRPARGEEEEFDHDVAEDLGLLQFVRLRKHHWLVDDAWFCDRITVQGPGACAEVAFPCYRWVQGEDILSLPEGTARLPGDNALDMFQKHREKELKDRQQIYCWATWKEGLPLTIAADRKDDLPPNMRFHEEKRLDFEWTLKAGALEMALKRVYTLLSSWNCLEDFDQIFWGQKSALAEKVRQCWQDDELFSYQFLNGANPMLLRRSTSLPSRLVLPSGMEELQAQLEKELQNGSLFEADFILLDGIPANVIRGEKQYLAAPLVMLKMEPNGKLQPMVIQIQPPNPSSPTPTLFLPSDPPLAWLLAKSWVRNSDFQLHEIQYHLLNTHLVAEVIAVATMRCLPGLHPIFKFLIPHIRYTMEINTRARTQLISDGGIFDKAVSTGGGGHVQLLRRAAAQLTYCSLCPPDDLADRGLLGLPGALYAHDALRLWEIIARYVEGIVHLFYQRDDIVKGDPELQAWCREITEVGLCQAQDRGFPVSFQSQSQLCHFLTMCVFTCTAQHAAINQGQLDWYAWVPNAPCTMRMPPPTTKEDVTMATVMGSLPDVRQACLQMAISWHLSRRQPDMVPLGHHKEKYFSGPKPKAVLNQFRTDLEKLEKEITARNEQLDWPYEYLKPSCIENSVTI
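Hydroperoxide product was detected by ferrous iron/xylenol orange as the 573 to 405 nm absorbance ratio. Arachidonic acid at 40 uM (final) was turned over for 30 min at room temperature by 150 nM human 12hLO, pH 7.0 Hepes buffer, after 15 min compound preincubation.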
Starred values were filed as active, the others as inactive; ? = inconclusive; & = joins results of further samples; [ ] = another dose, or the depositor's remark. On the % scale 0 is the no-effect control and ±100 the full control effect; potency means the concentration at half of the fitted maximal effect. A portion of the library, so the mix of outcomes need not match the whole.

SMILES	ALOX12 inh
CC(NC(=O)c1cc(-c2ccncc2)nc2ccccc12)c1cccs1 (stereo not drawn)	-12.6%
O=C1NC(c2ccccc2)c2c(-c3ccccc3)n[nH]c21 (stereo not drawn)	-12.5%
COc1cccc(NC(=O)CCC[C@H]2NC[C@@H]3C[C@H]2CN(Cc2ccccc2)C3)c1	-0.1%
O=C1CO[C@H]2CCN(Cc3cccc(OC(F)(F)F)c3)CC[C@@H]2N1Cc1ccccc1	?
CCc1ccccc1NC(=O)CSC1=NS(=O)(=O)c2ccc(C)cc2N1	-9.7%
COc1ccc(-c2noc([C@@H]3CCCN3C(=O)Cc3ccccc3OC)n2)cc1	-3.5%
O=C(NCC1(COc2cccnc2)C[C@@H](O)[C@@H](O)C1)c1cnccn1 (stereo partly drawn)	37.2%[activator][176 µM]
CC(OC(=O)c1c[nH]c2ccccc12)C(=O)Nc1ccc(C(N)=O)cc1 (stereo not drawn)	-18.4%
COc1ccc(CN2C(=O)O[C@@H]3CN(C(=O)NC4CCCCC4)C[C@@H]32)cc1OC	5.0%
C[C@]1(CO)[C@H]2Cc3sc(NC(=O)c4ccc(F)cc4)nc3[C@@H](CC(=O)NC3CCCCC3)[C@]2(C)CC[C@H]1O	4.5%
COc1ccc(N2C(=O)[C@@H]3C[C@H]2CN3Cc2cccn2-c2ccc(Cl)cn2)c(C)c1	0.7%
CCCNc1nc2ccccc2nc1C(=O)Nc1ccc(OC)cc1	-46.0%
COc1ccc(CN2CCNc3cc(Nc4ccccc4)ncc3C2)cc1O	39.5%[activator][176 µM]
CCC1=C(C(=O)OC)C(c2ccc(C)cc2C)N2C(CC(=O)N3CCCC3)=CSC2=N1 (stereo not drawn)	3.3%
Cc1ccc(S(=O)(=O)N2CCN(CCNC(=O)c3ccc(S(=O)(=O)N(C)C)cc3)CC2)cc1	?
CC(C)N1CCC2(CC1)CN(C(=O)Cc1cccc(F)c1)Cc1ccccc1O2	14.7%
Cc1oc(C(O)c2ccccc2F)nc1C(=O)Nc1ccc(N2CCOCC2)cc1 (stereo not drawn)	26.2%[176 µM]
CNC(=O)C1(N2CCC[C@H]2C(=O)N2CCC(C)CC2)COC1	13.0%[176 µM]
COc1cc(NC(=O)C(Cc2ccccc2)n2c(=O)[nH]c3ccccc3c2=O)cc(OC)c1 (stereo not drawn)	?
CCN(C(=O)C1CCCC1)C1CC1	-12.6%
O=C(c1cccc(Cl)c1)N1CCC(c2nn(Cc3ccccc3)c(=O)[nH]2)CC1	38.7%&86.2%
Cc1cc2oc(=O)cc(CN3CCc4cc(S(N)(=O)=O)ccc43)c2cc1C	?
O=C(C[C@@H]1CCNC[C@@H]1Cc1cc(COc2ccccc2)on1)NCc1cccnc1	?
NCc1ccccc1-c1cnc2ccccc2c1	-18.9%[12.5 µM]
Cc1nnc(-c2cc(-c3ccccc3)ccn2)n1CCN1CCOCC1	15.1%[176 µM]
COc1ccc(C(=O)N2CCOC3(CCN(C(=O)C(N)Cc4ccccc4)CC3)C2)cc1 (stereo not drawn)	38.3%[activator]
Cc1cn2nc(C(=O)Nc3ccc(Cl)cc3C)cc2c(N(C)Cc2ccccc2)n1	31.3%
CCNC(=O)COc1ccc(-c2noc(-c3ccccc3)n2)cc1OC	2.5%
Cc1cnc(C(=O)NC2C[C@H]3CC[C@@H](C2)N3C(=O)C2CCCCCC2)cn1 (stereo partly drawn)	37.7%[activator]
COc1ccc(CCC(=O)NC2CCc3nn(C)c(=O)n3CC2)cc1OC (stereo not drawn)	26.0%
CC1(C)C(=O)N(CC2CCOCC2)[C@H]2CN(Cc3ccccc3)C[C@@H]2[S+]1(=O)[O-]	4.3%[176 µM]
C=CCS(=O)(=O)c1ccc(Br)c2ccccc12	9.2%
Cc1ccc(NC(=O)C(Sc2ccc(S(=O)(=O)N3CCCC3)cn2)c2ccccc2)cc1 (stereo not drawn)	?
O=S(=O)(c1cccc(F)c1)N1CCC(OC2CCN(Cc3ccccc3)CC2)CC1	19.9%
CCN1c2cc(C(=O)NCc3ccccc3)ccc2C(=O)N2CCCCC21 (stereo not drawn)	10.3%
Cc1ccc(CCN2CCCCC23Cc2ccccc2CN(C(=O)CCC(=O)O)C3)cc1 (stereo not drawn)	31.6µM*
Cc1ccccc1OCc1nc(C2CN(C(=O)Cc3c[nH]c4ccccc34)C2)no1	9.3%
Cn1ccnc1CNC(=O)C[C@@H]1C[C@H]2O[C@H](CNC(=O)NC3CCC3)[C@@H](O)[C@H]2O1	?
Cc1cc(C)c(CNC(=O)c2nc(-c3cccc(O)c3)cc3c2ccn3C)c(=O)[nH]1	-4.7%[176 µM]
Cc1ccc2nc(CSc3ccc4ccccc4n3)cc(=O)n2c1	?
CO[C@H]1[C@H](NC(=O)Cc2ccccc2)c2ccccc2C12CCNCC2	41.4%[activator]
Cc1c(OS(=O)(=O)c2cccs2)ccc2c(-c3ccccc3)cc(=O)oc12	5.7%
O=C(Nc1cccc(Cl)c1)N1CCN(c2cc(=O)n3nc(-c4ccco4)sc3n2)CC1	?
O=C(CCc1nc(-c2ccccc2)no1)Nc1nc2ccccc2s1	6.8%
Fc1ccc(OC2CN(Cc3ccc(C(F)(F)F)cc3)C2)cc1F	-0.4%[6.33 µM]
O=C(Nc1cccc(S(=O)(=O)NC2=NCCC2)c1)C1(c2ccc(Cl)cc2)CCCC1	?
N#Cc1ccc(/C=N/Nc2cccc(Cl)c2)cc1	2.51µM*
O/N=C/c1ccc(OCc2ccc(Cl)c(Cl)c2)cc1	?

For convenience, some entries already given.
SMILES	ALOX12 inh
O=C(Nc1cccc(S(=O)(=O)NC2=NCCC2)c1)C1(c2ccc(Cl)cc2)CCCC1	?
N#Cc1ccc(/C=N/Nc2cccc(Cl)c2)cc1	2.51µM*
O/N=C/c1ccc(OCc2ccc(Cl)c(Cl)c2)cc1	?

The main list resumes with the 5 entries that preceded the break.
SMILES	ALOX12 inh
O=C(CCc1nc(-c2ccccc2)no1)Nc1nc2ccccc2s1	6.8%
Fc1ccc(OC2CN(Cc3ccc(C(F)(F)F)cc3)C2)cc1F	-0.4%[6.33 µM]
O=C(Nc1cccc(S(=O)(=O)NC2=NCCC2)c1)C1(c2ccc(Cl)cc2)CCCC1	?
N#Cc1ccc(/C=N/Nc2cccc(Cl)c2)cc1	2.51µM*
O/N=C/c1ccc(OCc2ccc(Cl)c(Cl)c2)cc1	?
CNC(=O)N1CCCC1c1nc(C2CN(C(=O)c3nccn3C)C2)no1 (stereo not drawn)	34.9%
Cc1ccc(SCCN(C)c2cc(C3CC(O)C3)nc(N)n2)cc1 (stereo not drawn)	4.1%
O=C(c1cn2ccsc2n1)N1CCC2(CCNCC2)CC1	?
CCn1cc(-c2ccc(Cl)cc2)cc1C(=O)NCC1CCCO1 (stereo not drawn)	5.1%
O=c1n(Cc2ccc(F)c(F)c2)nc(C2CCNCC2)n1Cc1ccccc1	8.8%
Cn1nc(C(=O)N(Cc2ccc3c(c2)OCO3)C2CCCC2)c2ccccc2c1=O	19.8%
CN(C)C(=O)c1ccc(-c2nc(NCc3cccnc3)c3ccccc3n2)cc1	-6.3%
O=C(NCc1ccc(C(=O)N2CCCCC2)cc1)c1cc(=O)[nH]c2ccccc12	4.0%
c1ccc(-n2cnnc2CC2CCNCC2)cc1	?
O=C(c1cc(-c2cccs2)on1)N1CCCC1c1cccc(F)c1 (stereo not drawn)	0.7%
O=C(COc1ccccc1)N1C[C@@H](CO)[C@H](c2ccncc2)C1	18.0%
COC[C@H]1CCCN1C(=O)C(C)[C@@H]1CC[C@@]2(C)CC[C@H](NC(C)=O)[C@@H](C)[C@@H]2[C@H]1O (stereo partly drawn)	15.2%[176 µM]
CC[C@H](NC(=O)[C@@H](Cc1ccccc1)NC(=O)[C@H]1O[C@@H](n2cnc3c(=O)[nH]c(N)nc32)[C@H](O)[C@@H]1O)c1ccccc1	-8.9%
Cc1ccc(CN2CCn3c(nnc3[C@@H]3C[C@@H](O)CN3C)C2)s1	27.0%
Cc1oc2c(c1C(=O)NCCCN1CCCC1=O)CN(Cc1cccc(F)c1)CC2	?
CN(CC(=O)Nc1ccccc1Br)Cc1ccccc1N1CCCCC1	34.8%[activator]
OC[C@@H]1CN(C2CCSCC2)C[C@H]1c1nc(-c2cccnc2)no1	26.8%
C=CCOc1ccc(NC(=O)c2ccc(C(C)(C)C)cc2)cc1	13.9%
CN1CCC(N2CCCC(NC(=O)c3cnc4ccccc4c3)C2)CC1 (stereo not drawn)	14.1%
CCOC(=O)C1CCN([C@H]2CS(=O)(=O)C[C@@H]2S(=O)(=O)c2ccc(OC)cc2)CC1	-24.7%
O=c1oc2ccccc2c(N2CCCC2)c1NS(=O)(=O)c1ccc(Br)s1	?
COCCNc1ncccc1-c1noc([C@@H]2CCCN2CC(C)(C)C)n1	66.4%[activator][176 µM]
COc1cccc(CNS(=O)(=O)c2cc(-c3cnn4c(C)cc(C)nc34)ccc2OC)c1	-3.0%
O=C(CC(c1ccccc1)c1ccccc1F)N1CCSCC1 (stereo not drawn)	30.1%[activator]
COCCN1C(=O)CS(=O)(=O)C12CCN(C(=O)c1ccc(OC)cc1OC)CC2	5.1%
CCn1ncc(N2CCCC(CC(=O)NCc3cccnc3)C2)cc1=O (stereo not drawn)	23.4%
CC(C)CCN1CCOc2cc(C(=O)Nc3nccs3)ccc2C1	73.5%[activator][176 µM]
Cc1cc(=S)n2cn[nH]c2n1	0.447µM*
CCn1nccc1C(=O)N1CC(c2nc(CCOCC3CC3)no2)C1	26.7%
COC(=O)[C@@H]1C[C@H](NS(=O)(=O)c2cc(OC)ccc2OC)CN1C	-16.9%
Cc1ccc(-c2cc(N3CCCN(C(=O)c4cccs4)CC3)n[nH]2)cc1C	11.5%
Cc1ccc(C)c(CNC(=O)CCc2conc2-c2ccc(F)cc2)c1	24.7%
O=C1NC[C@H]2CN(CCCc3ccccc3)CCN12	16.2%[176 µM]
COc1cc(CNC(=O)[C@H]2CCC[C@H]2NC(=O)c2cnc(C)cn2)cc(OC)c1	?
COc1ccccc1CN1CCC(N2CCN(c3ccccc3OC)CC2)CC1	46.1%[activator]
N#Cc1ccc(COC(=O)c2ccc3c(c2)NC(=O)CS3)cc1	-6.2%
CCN1CCN(CCCN2CC3(CCN(c4ncccc4F)CC3)OC2=O)CC1	7.3%
COC(=O)c1cc(OC(=O)c2ccccc2)cc(C(=O)OC)c1	16.5%
Cc1sc(NC(=O)c2ccco2)nc1-c1ccc2c(c1)N(C)C(=O)CO2	-7.0%
O=C(O)c1nn(CC(=O)N2CCCCCCC2)c(=O)c2ccccc12	-51.1%
Cc1ccccc1S(=O)(=O)N1CCCc2nc(-c3ccc(F)cc3)ccc21	3.0%
Cc1ccc(C2Cn3nnc(-c4noc(-c5cc(Cl)ccc5F)n4)c3CO2)cc1 (stereo not drawn)	25.2%
OCC1CNCCC12CCN(Cc1ccc3ccccc3c1)CC2 (stereo not drawn)	24.9%
Cc1ccc(CN2C(=O)[C@@H]3C[C@@H](O)CN3C3(CN(Cc4cccnc4)C3)C2=O)o1	26.4%[176 µM]
CC(C)Cc1nc(NCc2cccnc2)c(C#N)c2c1CCCC2	-2.2%
Cc1cccc(OCC(=O)N2CCCC(n3cc(-c4nc(C5CC5)no4)nn3)C2)c1 (stereo not drawn)	25.9%
CN1CCN(c2ccc(-c3noc([C@@H]4CCCN4Cc4ccncc4)n3)cn2)CC1	17.0%[176 µM]
O=C(CSc1ccccc1F)c1ccc2c(c1)OCCO2	26.7%
O=[S+]([O-])(c1ccccc1)N1CC2(CCCCN2CC2CC2)Cc2ccccc21 (stereo not drawn)	7.6%[6.33 µM]
COc1cc(B(O)O)ccc1Cl	13.1%
COc1cc(-c2nnc(CSc3nc(C4CC4)n(-c4ccccc4)n3)o2)cc(OC)c1OC	11.8%
COc1ccc(NC(=O)n2ncc3cc(Cl)ccc32)c(OC)c1	11.9%
O=C(CCc1c[nH]c2ccccc12)NCc1cccs1	-22.2%
CN(C(=O)c1ccc[nH]c1=O)C1CCc2nn(C)c(=O)n2CC1 (stereo not drawn)	-1.2%
CC1CCN(S(=O)(=O)N(C)Cc2ccc3c(c2)OCO3)CC1	-26.8%
CC(C)(C)c1ccc(/C=N/NC(=O)Cc2cccc3ccccc23)cc1	-0.8%
Cc1cccc(C(=O)NC2(C(F)(F)F)C(=O)Nc3c2c(=O)[nH]c(=O)n3Cc2cccnc2)c1 (stereo not drawn)	-0.7%
COCCNC(=O)c1ccc2c(c1)OCCN(c1ccccc1)C2	3.0%[176 µM]
COC(=O)c1ccc(-c2cccc(CN3CCN(c4ncc(Cc5ccccc5)cn4)CC3)c2)cc1	-28.9%
COC(=O)C1=C(C)N=C2SC=C(CC(=O)NCC3CC3)N2C1c1ccccc1OC (stereo not drawn)	63.6%[activator]
Going on with the list:
SMILES	ALOX12 inh
Cc1ccc(CN(C)C(=O)Cn2cnc3c2c(=O)n(C)c(=O)n3C)o1	-32.4%
CC1(C)[C@H](Cc2cc(CCO)on2)C[C@@H]1NCc1ccccc1O	5.4%[176 µM]
COC(=O)CN1CCCC1c1cccs1 (stereo not drawn)	-20.5%
Cc1cccc(NC(=O)CN(C)C(=O)Cc2cccc(C(F)(F)F)c2)c1C	-7.6%
Cc1ccc(C2Cn3nnc(C(=O)N4CCC(C(=O)NCc5ccco5)CC4)c3CO2)cc1 (stereo not drawn)	32.3%[activator]
COCCn1c(C)cc(C(=O)CSc2nnc(Nc3ccccc3F)s2)c1C	-13.4%
COc1cc(C)c(S(=O)(=O)N2CCN(c3cc(N4CCCC4)nc(C)n3)CC2)cc1C	4.9%
CCOC(=O)N1CCC(N[C@@H]2CC[C@@H]2NC(=O)c2nc(C)oc2C)CC1	12.7%
